Screening results deposited in PubChem BioAssay by several laboratories.
CHT inh: human CHT choline transport inhibition; Q9GZV3; B-score at 10 µM; CHT-expressing cells, membrane potential dye, choline response; hits give low values; hit rate 0.86% among 310,000; AID 488975;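 active = B-score over 3 SD under the library average, and starting fluorescence ratio not unusually high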;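 note: choline stimulus applied at its EC90 after an EC20 pre-addition; B-score computed on integrated fluorescence ratio after choline addition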
CHT allo act: allosteric activators of human choline transporter CHT. Q9GZV3. B-score at 10 µM. CHT-expressing cells, membrane potential dye, choline EC20; hits give high values; LV-AA mutant CHT in HEK293 cells. hit rate 0.49% among 310,000. AID 488977;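 active = initial fluorescence not abnormally high and integrated response B-score, plate-corrected, over 3 SD above library mean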
STK33 inh: inhibitors of human STK33 kinase; Q9BYT3; purified STK33, MBP phosphorylation, ADP-Glo luminescence; inhibition, % at 10 µM; hit rate 0.073% among 320,000; AID 2661;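 active = inhibition at or above 25%, using the most active replicate where run in duplicate; inactive = inhibition below 25%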
Target sequence (Q9BYT3 whole entry, looked up): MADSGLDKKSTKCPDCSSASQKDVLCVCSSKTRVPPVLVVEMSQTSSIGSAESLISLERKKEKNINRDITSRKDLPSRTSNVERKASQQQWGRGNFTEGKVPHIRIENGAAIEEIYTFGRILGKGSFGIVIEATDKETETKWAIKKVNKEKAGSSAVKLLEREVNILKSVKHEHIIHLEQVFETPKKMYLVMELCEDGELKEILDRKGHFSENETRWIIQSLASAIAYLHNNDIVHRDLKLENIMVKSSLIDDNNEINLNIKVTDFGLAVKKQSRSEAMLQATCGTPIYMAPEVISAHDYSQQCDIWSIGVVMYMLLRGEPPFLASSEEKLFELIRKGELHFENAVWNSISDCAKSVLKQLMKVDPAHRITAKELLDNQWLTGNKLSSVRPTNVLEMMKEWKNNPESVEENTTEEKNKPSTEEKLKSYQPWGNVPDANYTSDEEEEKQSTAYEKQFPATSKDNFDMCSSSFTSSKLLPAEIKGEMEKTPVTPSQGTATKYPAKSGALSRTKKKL
An asterisk follows results filed as active; i = inactive; nt = no result given. Rows are unselected (roughly 1.5% active in at least one column).

SMILES	CHT inh	CHT allo act	STK33 inh
Cc1ccc(CN2CC(C(=O)Nc3ccc(C)cn3)CC2=O)cc1 (stereo not given)	i	i	nt
O=C(c1cnn2c1NC(c1ccc(Br)cc1)CC2C(F)(F)F)N1CCN2CCCC2C1 (stereo not given)	i	i	-0.8
O=C(CSc1ccccn1)NCc1ccc2c(c1)OCO2	i	i	0.0
COc1ccccc1CNC(=O)C1CCN(c2ncnc3c2nc2n3CCCCC2)CC1	i	i	-0.2
O=C(NCc1ccncc1)C12CC3CC(CC(C3)C1)C2	i	i	1.6
CC(C)OC(=O)CSc1nc(N)c(C#N)cc1C#N	i	i	0.0
CCN(CC(=O)NCc1ccc2c(c1)OCO2)S(=O)(=O)c1ccc(F)cc1	i	i	-1.8
CC(C)N1CCC(N2CCN(Cc3cnc(-c4ccccc4)s3)CC2CCO)CC1 (stereo not given)	i	i	-1.1
Cc1cccc(-c2noc(CN(C(=O)c3ccc(Br)o3)C(C)C)n2)c1	i	i	-0.2
C/C(=N\NC(=O)COc1c(C)cccc1C)c1cccs1	i	i	0.9
CN(C(=O)c1ccc(OC2CCN(C(=O)c3cccnc3)CC2)cc1)C1CCCCC1	i	i	-1.2
COc1ccc(-c2csc(N3CCN(C(=O)c4ccco4)CC3)n2)cc1	i	i	0.0
CCOC(=O)c1sc2nc(C)nc(SCC(=O)N(C)C3CCS(=O)(=O)C3)c2c1C (stereo not given)	i	i	0.1
C=CCOC(=O)C1=C(C)NC(=O)NC1C1CC=CCC1 (stereo not given)	i	i	-0.4
CC(=O)c1cn(CC(=O)Nc2ccc(C)cc2C)c2ccccc12	i	i	-1.2
CC1(COS(N)(=O)=O)CCCCC1	i	i	0.4
Cc1ccc(-c2cc(C(=O)N/N=C/c3ccoc3)c3ccccc3n2)cc1	i	i	-0.7
Cc1cc(C)nc(NCCC(=O)O)n1	i	i	0.4
CC(C)(C)C(=O)COC(=O)c1ccc(N)c([N+](=O)[O-])c1	i	i	-1.1
COCCNC(=S)N/N=C(\C)c1ccc(OC(F)F)cc1	i	i	-1.7

Later entries.
SMILES	CHT inh	CHT allo act	STK33 inh
Cc1cc(NCCCN2CCOCC2)n2ncc(-c3ccccc3)c2n1	i	i	2.9
NC1=NC(=Nc2ccc(Br)cc2)c2ccccc21	i	i	2.2
CC(C)Oc1nc(-c2ccccc2Cl)nc2ccccc12	i	i	-0.3
N#Cc1ccc(/C=C/C(=O)c2ccco2)cc1	i	i	-1.6
Cc1ccc2c(c1)N(C(=O)NC1CCCCC1)C(C)(C)CC2C (stereo not given)	i	i	-2.7
O=C(NCCCC1CCCC1)C1CCC(=O)N(Cc2ccc(Cl)cc2)C1 (stereo not given)	i	i	0.5
COc1cc(/C=N/NC(=O)c2ccoc2C)cc(OC)c1O	i	i	-0.2
CCOC(=O)N1CCN(C(=O)C(C)(C)Oc2ccc(Cl)cc2)CC1	i	i	-1.6
COc1ccc(NC(=O)C2CCN(S(=O)(=O)c3ccc(OC)c(OC)c3)CC2)cc1	i	i	0.1
CC(C)c1nc(Cl)c(C#N)c2c1COC(C)(C)C2	i	i	-2.1
Cc1c(NS(=O)(=O)c2cccc(C(=O)NCc3ccncc3)c2)c(=O)n(-c2ccccc2)n1C	i	i	-0.1
Cc1nc(NC(=O)c2cccnc2Cl)sc1C	i	i	1.6
Cc1cc(N)ccc1-c1cc2ccccc2oc1=O	i	i	-1.3
O=C(CNC1CCCCC1)Nc1ccc(Cl)cc1	i	i	-1.0
Cc1cn(C(=O)C(C)N2C(=O)c3ccccc3C2=O)c(C)n1 (stereo not given)	i	i	-1.9
CN(C)S(=O)(=O)c1ccc2oc(SCC(=O)NCC(F)(F)F)nc2c1	i	i	0.6
CCCC(=O)Nc1ccc(-c2ccc(NC(=O)CCC)cc2)cc1	i	i	-1.8
COc1ccc(N(C)S(=O)(=O)c2cccc(C(=O)OC(C)C(=O)NC3CCCCC3C)c2)cc1 (stereo not given)	i	i	-2.1
COc1ccccc1CCNC(=O)CCn1c(=O)c2cccn2c2ccc(F)cc21	i	i	-0.6
Cc1csc2ncc(C(=O)NCc3ccco3)c(=O)n12	i	i	-0.6

4 entries from above, field by field:
smiles: Cc1cc(N)ccc1-c1cc2ccccc2oc1=O
  CHT inh: i	CHT allo act: i	STK33 inh: -1.3
smiles: O=C(CNC1CCCCC1)Nc1ccc(Cl)cc1
  CHT inh: i	CHT allo act: i	STK33 inh: -1.0
smiles: Cc1cn(C(=O)C(C)N2C(=O)c3ccccc3C2=O)c(C)n1 (stereo not given)
  CHT inh: i	CHT allo act: i	STK33 inh: -1.9
smiles: CN(C)S(=O)(=O)c1ccc2oc(SCC(=O)NCC(F)(F)F)nc2c1
  CHT inh: i	CHT allo act: i	STK33 inh: 0.6

Following part:
SMILES	CHT inh	CHT allo act	STK33 inh
Cc1cc([N+](=O)[O-])ccc1NC(=O)C(C)N1CCN(c2ccccn2)CC1 (stereo not given)	i	i	-2.3
CCc1nc2ccccc2c(C(=O)OCC(=O)N2CC(C)OC(C)C2)c1C (stereo not given)	i	i	-0.3
Cc1scc(C(=O)NNC(=S)NC(C)c2ccccc2)c1C (stereo not given)	i	i	0.9
N/C(=N\OC(=O)c1ccc(Cl)cc1)c1nonc1N	i	i	1.2
O=C(CCN1CCc2ccccc2C1)Nc1ccccc1F	i	i	-3.4
CCOc1ccccc1CNn1nnnc1N	i	i	0.2
O=C(N/N=C1/C(=O)c2cccc3cccc1c23)c1ccc(Cl)cc1	i	i	0.7
COc1ccccc1OCC(=O)n1cc(C(=O)c2cc(Cl)cc(Cl)c2O)cn1	i	i	12
CCNC(=O)/C(C#N)=C/c1c(N2CCN(c3ccc(OC)cc3)CC2)nc2c(C)cccn2c1=O	i	i	-0.4
CC(C)C(OC(=O)C1=Cc2ccccc2OC1)C(=O)NC1CCCC1 (stereo not given)	i	i	-1.4
CO/N=C/Cc1c([N+](=O)[O-])c(C)nn1C	i	i	0.0
Cc1ccc(-c2cc(-c3ccccc3)c(C#N)c(Br)n2)cc1	i	i	-1.9
Cc1ccc(C)c(S(=O)(=O)N2CCCC2CNC(=O)C(=O)NC2CCCCCC2)c1 (stereo not given)	i	i	0.0
CCSc1nc2ccccc2n1CCC(=O)O	i	i	-0.5
CN1CCN(C(=S)c2ccc(-c3cc(Cl)ccc3Cl)o2)CC1	-9.7*	i	4.8
O=C(NNc1ccccc1C(F)(F)F)c1cccs1	i	i	3.4
CC(C)N1CCN(Cc2ccc(OC3CCCC3)cc2)CC1CCO (stereo not given)	i	i	-1.2
CC(=O)Nc1nc(CC(C)C)cc(-c2ccco2)c1C#N	i	i	-0.2
O=C(C1CCCN(Cc2nc(-c3cccs3)no2)C1)N1CCOCC1 (stereo not given)	i	i	-0.8
CCC(C)c1ccccc1OCCOCCN1CCCC1 (stereo not given)	i	i	-0.9

Other results:
SMILES	CHT inh	CHT allo act	STK33 inh
Fc1cccc2sc(Nc3nnc(-c4ccccc4)o3)nc12	i	i	-2.0
O=C(O)c1cc2ccc3ccccc3c2[nH]1	i	i	0.2
Nc1nc(NCCCN2CCOCC2)nc(Nc2ccccc2)c1[N+](=O)[O-]	i	i	-2.5
O=[N+]([O-])c1cccc(CN2CCC(Cc3ccccc3)CC2)c1	i	i	0.7
O=C(Nc1ccc(F)cc1)Nc1cccnc1	i	i	0.0
O=C(CCCOc1ccccc1)Nc1nc2ccccc2[nH]1	i	i	-0.3
CC(=O)c1ccc(N2CCN(C(=O)C3CCCN(S(=O)(=O)c4c(C)[nH]c(=O)[nH]c4=O)C3)CC2)cc1 (stereo not given)	i	i	-0.8
Cc1c(F)cccc1NS(=O)(=O)c1ccc(OCCNS(C)(=O)=O)cc1	i	i	0.6
CC1CCN(CCCNS(=O)(=O)c2cc(Br)cc3c2N(C(=O)C2CC2)CC3)CC1	i	i	-1.0
Cc1nn(Cc2ccc(C(=O)Nc3nc4c(C)cccc4s3)o2)c(C)c1Br	i	i	-0.4
Cc1cc(=O)c(C(=O)O)nn1-c1ccc(Cl)cc1	i	i	-0.8
O=S(=O)(NCc1cc(-c2ccc(Cl)cc2)no1)c1ccccc1	i	i	-1.4
O=C(CC1Oc2ccccc2NC1=O)NCc1ccc(Cl)cc1 (stereo not given)	i	i	-0.9
COC(=O)Cn1cc(C(=O)OC)c2ccccc21	i	i	-0.5
Cc1cccc(N2N=C(C(=O)O)CCC2=O)c1	i	i	0.0
O=C(NCc1ccc(F)cc1)C1CCN(C(=O)Nc2ccc(F)cc2)CC1	i	i	0.2
O=C(COc1ccc2ccccc2c1Br)NC(=S)Nc1cccc(CO)c1	i	i	-0.7
CSCC[C@H](NC(=O)CCCn1nnc2ccccc2c1=O)C(=O)O	i	i	-2.0
CCSc1nnc(NC(=O)C2Cc3ccccc3CN2S(=O)(=O)CC)s1 (stereo not given)	i	i	-1.2
Cc1ccc2c(CN(C)Cc3cccc(F)c3)cc(=O)oc2c1C	i	i	-1.2

The list continues:
SMILES	CHT inh	CHT allo act	STK33 inh
NC(=O)CCn1c(C(=O)c2ccc(Cl)cc2)c2ccccc2[n+]1[O-]	i	i	0.8
CC1(OC(=O)c2cnc3ccccc3n2)C(=O)C=C2C=C(c3ccc(C#N)cc3)OC=C2C1=O (stereo not given)	i	i	-0.9
Cc1nn(CC(=O)NCc2ccc(-n3cccn3)cc2)c(C)c1[N+](=O)[O-]	i	i	-1.6
CCN(CC)S(=O)(=O)c1ccc(OC(C)C)c(NC(=O)c2c3c(nc4ccccc24)CCN(Cc2ccccc2)C3)c1	i	i	-1.1
CC1(C)C(=O)Nc2ccccc2N1C(=O)COC(=O)c1ccc(Cl)c(S(=O)(=O)NCc2ccccc2)c1	i	i	0.2
COC(=O)C1C2C=CC3(CN(CC4CCCO4)C(=O)C13)O2 (stereo not given)	i	i	-1.3
COc1ccc(N2CCN(C(=O)c3cccc(F)c3)CC2)c([N+](=O)[O-])c1	i	i	-0.2
Cc1c(NC(=O)C(C)OC(=O)CC2Sc3ccccc3NC2=O)c(=O)n(-c2ccccc2)n1C (stereo not given)	i	i	-0.5
O=C(Cc1ccc(Cl)cc1)NCCc1ccc(F)cc1	i	i	-0.6
Cc1cc(C)n(CC(O)CN(c2cccc([N+](=O)[O-])c2)S(=O)(=O)c2ccccc2)n1 (stereo not given)	i	i	-0.9
Cc1ccc(Cl)cc1NC(=S)N(Cc1cccs1)C1CCCC1	i	i	-2.1
O=C(O)c1[nH]c2ccccc2c1C=NCc1ccccc1Cl	i	i	nt
O=C(O)C1CCN(S(=O)(=O)c2cccnc2)CC1	i	i	-1.4
O=S(=O)(Nc1cccnc1)c1ccc(Cl)cc1	i	i	-0.6
CC1(Br)C2CCCC1C2S(=O)(=O)c1ccccc1 (stereo not given)	i	i	-0.1
CCO[C@@H]1OC(C(=O)NC2CC2)=C[C@H](c2ccc3c(c2)OCO3)[C@H]1CCCO	i	i	-1.9
COc1cccc(-c2cc(C(=O)Nn3cnnc3)c3ccccc3n2)c1	i	i	1.8
Cn1c2ccccc2c2c(C(=O)NCc3ccco3)cn(C3CCCCC3)c(=O)c21	i	i	0.1
CC1(C)SC(=S)N(/N=C/c2cccnc2)C1N(O)C(=O)NC1CCCCC1 (stereo not given)	i	i	-1.1
Cc1nc(C)c(C(=O)NNC(=O)c2ccc(Br)cc2)s1	i	i	-0.5

Next section:
SMILES	CHT inh	CHT allo act	STK33 inh
COc1ccc(CNC(=O)CCS(=O)(=O)c2cc3c(cc2Cl)NC(=O)CO3)cc1	i	i	0.2
Cc1occc1C(=O)NNC(=O)NC12CC3CC(CC(C3)C1)C2	i	i	-0.1
CCc1nc(SCC(=O)Nc2ccccc2C)n[nH]1	i	i	-0.6
CCC1ON(c2ccccc2)C2c3nc4ccccc4n3CC12 (stereo not given)	i	i	-0.9
Nc1ccc(NS(=O)(=O)c2ccccc2)cc1	i	i	3.0
CON1C(=O)C(=O)N(OC)C2CCCCCC21 (stereo not given)	i	i	-0.5
COCCNc1nc(C)cc(-c2cc(C(=O)Nc3ccccc3)on2)n1	i	i	0.0
CC1CCN(C(=O)C2(NC(=O)Nc3cccc(F)c3)CCCCC2)CC1	i	i	-2.4
O=C(CNC(=O)c1ccccc1F)NCCc1ccc(Cl)cc1	i	i	0.4
COc1cc(CCC(=O)Nc2nccs2)cc(OC)c1OC	i	i	-1.0
O=C(O)CSc1nnc2c(n1)[nH]c1ccccc12	i	i	-0.1
O=C(/C=C/Nc1ccccc1F)c1cccs1	i	i	0.3
C/C(=N\NC(=O)c1cccc(S(=O)(=O)N2CCCCC2)c1)c1ccc(C)o1	i	i	-3.9
CCOc1cc(C)c(Cl)cc1S(=O)(=O)n1nnc2ccccc21	i	i	0.0
O=C(O)c1ccc(S(=O)(=O)c2ccc3c(c2)C(=O)N(c2ccc(Br)cc2)C3=O)cc1	i	i	-1.5
Cn1cc(CN(Cc2ccccc2)C[C@@H]2CCC(=O)N2)c(-c2ccccc2F)n1	i	i	-0.3
CCC(=O)Nc1ccc(C(=O)Nc2cccc(C)n2)cc1	i	i	1.4
O=C(Cn1cnc2sc(-c3ccccc3)cc2c1=O)NCc1ccco1	i	i	-0.2
CCOc1ccc(OCc2ccc(C(=O)NCc3cccnc3)o2)cc1	i	i	-0.1
